Kir21 inh – blocks the mouse Kir2.1 inward-rectifier potassium channel | AID 1672 | B-score at 10 µM | HEK293-Kir2.1, FluxOR thallium flux fluorescence; stronger effect = lower value | 0.85% of 310,000 active;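 active means fluorescence ratio B-score at or below minus 3 SD of library scores, with starting-brightness B-score within 2 SD, cut at about -4.2 in these data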;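 further: channel flux triggered by added potassium and thallium sulfate stimulus; B-score of peak minus minimum fluorescence over baseline after thallium stimulus; more negative B-score means stronger Kir2.1 block with less thallium influx; some compounds called inactive have numbers as strong as hits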
Target sequence (P35561 whole entry, looked up): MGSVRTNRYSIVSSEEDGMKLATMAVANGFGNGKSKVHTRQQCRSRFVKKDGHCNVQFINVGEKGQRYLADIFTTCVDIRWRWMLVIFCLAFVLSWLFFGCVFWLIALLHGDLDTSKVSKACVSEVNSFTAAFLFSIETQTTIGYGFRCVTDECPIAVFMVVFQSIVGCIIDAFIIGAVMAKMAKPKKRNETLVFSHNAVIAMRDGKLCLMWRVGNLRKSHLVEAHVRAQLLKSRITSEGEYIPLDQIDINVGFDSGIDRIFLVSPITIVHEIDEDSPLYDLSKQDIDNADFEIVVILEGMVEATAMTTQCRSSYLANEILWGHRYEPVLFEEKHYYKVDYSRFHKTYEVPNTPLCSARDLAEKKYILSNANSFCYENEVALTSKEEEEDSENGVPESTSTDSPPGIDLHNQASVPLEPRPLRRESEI
STK33 kinase inh – inhibitors of human STK33 kinase; 0.073% of 320,000 active; purified STK33, MBP phosphorylation, ADP-Glo luminescence; inhibition, % at 10 µM; AID 2661;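 active means inhibition at or above 25%, using the most active replicate where run in duplicate; inactive means inhibition below 25%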
Target sequence (Q9BYT3 whole entry, looked up): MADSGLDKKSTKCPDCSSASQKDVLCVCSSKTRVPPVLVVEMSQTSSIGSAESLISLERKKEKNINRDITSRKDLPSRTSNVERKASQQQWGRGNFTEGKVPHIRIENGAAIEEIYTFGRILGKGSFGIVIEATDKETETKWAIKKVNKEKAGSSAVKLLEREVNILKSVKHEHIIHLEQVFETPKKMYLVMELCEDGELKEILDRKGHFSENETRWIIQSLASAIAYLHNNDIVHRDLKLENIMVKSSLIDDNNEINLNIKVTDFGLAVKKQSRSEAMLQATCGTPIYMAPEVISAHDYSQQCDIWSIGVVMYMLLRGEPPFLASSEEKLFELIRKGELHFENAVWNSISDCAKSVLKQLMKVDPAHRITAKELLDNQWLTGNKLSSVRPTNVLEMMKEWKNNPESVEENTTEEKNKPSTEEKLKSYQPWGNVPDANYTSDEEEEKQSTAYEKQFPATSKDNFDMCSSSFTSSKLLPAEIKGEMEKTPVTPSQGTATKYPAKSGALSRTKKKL
* marks the source's active call; other numbers are inactive results; . = not tested or not shown; & = joins results of further samples.

SMILES	Kir21 inh	STK33 kinase inh
CNC(=S)N(CCc1ccc(OC)c(OC)c1)C1CC(=O)N(c2ccccc2)C1=O (stereo not drawn)	-1.6	-0.6
C=CCNC(=O)c1ccc(CSc2nc3ccccc3s2)cc1	0.08	0.3
O=C(COc1ccc(S(=O)(=O)N2CCOCC2)cc1)Nc1ccc2c(c1)OCCO2	1.2	0.3
CCc1cccc2c1NC(=O)C2(O)N1CCCC(C)C1 (stereo not drawn)	-0.02	-1.2
COC(=O)c1cc(NC(=S)N2CCN(C(=O)C3CCCO3)CC2)cc(C(=O)OC)c1 (stereo not drawn)	-0.31	-1.5
CCOc1ccccc1NC(=O)c1oc2ccccc2c1NC(=O)C1CC1	1.5	0.7
O=C(NCC(c1ccc(F)cc1)N1CCOCC1)c1c(F)cccc1F (stereo not drawn)	-0.83	-0.5
O=C1c2ccccc2C(=O)N1CCc1c[nH]c2ccccc12	1.9	0.5
NC(=O)c1ccsc1NC(=O)COC(=O)COc1ccccc1F	0	-2.2
O=C(/C=C/c1cccs1)N1CCc2ccccc21	-0.02	6.3
Cc1cccc(C(=O)Nc2nnc(-c3ccco3)o2)c1	-1.6	-0.9
CCCCNC(=O)Nc1cnn(CC)c1C(N)=O	1	-1.0
N#CC(C(=O)NC1CC1)c1nc2ccccc2nc1N1CCCC1 (stereo not drawn)	0.13	5.0
CC1CCCCC1NC(=O)CN1CCN(S(=O)(=O)c2ccc(Br)s2)CC1 (stereo not drawn)	.	-0.9
Nc1cccc(S(=O)(=O)Nc2ccc(SC(F)F)cc2)c1	0.01	0.7
COc1ccccc1CCC(=O)OCC(=O)Nc1c(Br)cc(C)cc1Br	-0.77	-1.4
CC1CC(C)CN(CCCNC(=O)c2ccc3c(c2)NC(=O)CS3)C1 (stereo not drawn)	-0.97	0.2
Cc1ccc(N2C(=O)C3ON(c4ccccc4)C(c4ccncc4)C3C2=O)cc1 (stereo not drawn)	0.39	-2.0
O=[N+]([O-])c1cc(/C=N/n2c(-c3ccncc3)n[nH]c2=S)ccc1Cl	0.97	-1.3
O=C(O)CC1c2ccccc2S(=O)(=O)N1Cc1ccccc1 (stereo not drawn)	1.6	-0.4
FC(F)C(F)(F)C1=CC(c2ccccc2)=NCCN1	1.3	7.6
O=C(Nc1cccnc1)c1cc(F)c(F)cc1Cl	-1.7	0.4
Cn1c(CN2CCOCC2)nc2cc(NC(=O)c3ccccc3Cl)ccc21	1.6	-1.2
O=C(Nc1ncccc1Cl)c1cc2ccccc2o1	-0.7	-1.7
CCOC(=O)CN(C(=O)CN1CCC(n2nnc3cc(C)ccc32)CC1)c1ccccc1	-0.1	0.3

Filtered by structure: the entries above with fluorine
SMILES	Kir21 inh	STK33 kinase inh
O=C(NCC(c1ccc(F)cc1)N1CCOCC1)c1c(F)cccc1F (stereo not drawn)	-0.83	-0.5
NC(=O)c1ccsc1NC(=O)COC(=O)COc1ccccc1F	0	-2.2
Nc1cccc(S(=O)(=O)Nc2ccc(SC(F)F)cc2)c1	0.01	0.7
FC(F)C(F)(F)C1=CC(c2ccccc2)=NCCN1	1.3	7.6
O=C(Nc1cccnc1)c1cc(F)c(F)cc1Cl	-1.7	0.4

Next compounds follow.
SMILES	Kir21 inh	STK33 kinase inh
CCOC(=O)Cn1c(=O)sc2ccccc21	0.03	-1.0
Cc1cccc(C(=O)OCC(=O)Nc2ccc(F)cc2)c1	0.76	-1.1
CN(CC(O)CON=C1c2ccccc2-c2ccccc21)S(=O)(=O)c1ccc(Br)cc1 (stereo not drawn)	0.2	.
O=C(Nc1nsc(-c2ccccc2)n1)c1ccncc1	0.59	1.9
C=C1CCC[C@]2(C)C[C@H]3OC(=O)C(CNC(C)CCCC(C)C)[C@H]3CC12 (stereo partly drawn)	-1.4	-1.7
CCSc1nnc(NC(=O)Cc2ccc(OC)c(OC)c2)s1	-0.52	-0.6
Cc1nc2c(F)c(F)c(C(F)(F)F)c(F)c2[nH]1	2.5	-0.8
COc1ccc(NC(=O)COc2ccccc2C(=O)NCC(c2ccccc2)N(C)C)cc1Cl (stereo not drawn)	-0.03	0.6
O=C(COC(=O)c1cc(S(=O)(=O)N2CCOCC2)ccc1O)Nc1cc(S(=O)(=O)N2CCCC2)ccc1Cl	-1.8	-0.5
NC(=O)C1CCN(C(=S)NCCc2ccccc2)CC1	-0.19	-0.8
CCC(=O)Nc1cc2c(cc1C(=O)CC)OCCO2	2.6	-0.4
O=C(COC(=O)/C=C/c1ccc(Cl)cc1)Nc1ccccc1	0.48	-1.3
COc1ccc(-n2c(-c3ccc(Br)cc3)c[n+]3c2CCC3)cc1	-0.7	1.4
COC(=O)c1[nH]c2c(c1C)C(=O)CCC2	-0.59	0.4
COc1ccccc1C(=O)C1CCCN(C(=O)c2ccco2)C1 (stereo not drawn)	-1.2	3.6
COc1ccc2c(c1)O[C@H](c1ccc3c(c1)OCO3)[C@@H](OC(=O)N[C@H](C)C1CCCCC1)C2=O	1.8	0.3
O=C(COC(=O)C1=COCCO1)NCc1ccc(Cl)cc1	2.2	-1.3
C=CCc1ccccc1OCC(O)CN1CCN(C(=O)OCC)CC1 (stereo not drawn)	-0.38	-11
Cc1ccc2cc3cc(C(=O)N4CCCCC4C)oc3nc2c1 (stereo not drawn)	-0.01	-0.3
Cc1ccc(C(=O)NCCn2cc(SCC(=O)Nc3nnc(C)s3)c3ccccc32)cc1	0.01	-2.4
S=c1nc[nH]c2nc[nH]c12	-0.04	-1.0&-0.3
CC1(c2nnc(Cc3ccccc3)o2)CC(c2ccccc2)=NO1 (stereo not drawn)	0.36	-0.1
CC(C)CN1C(=O)C(=O)N(CC(=O)N2CCC(Cc3ccccc3)CC2)C1=O	-0.85	0.2
CCOC(=O)c1c(C)c(C(=O)NCc2ccco2)c(C)n1CC	1.5	-2.8
O=c1cc(-c2ccccc2F)oc2ccccc12	0.18	-4.0

2 compounds picked at random from the list so far:
SMILES	Kir21 inh	STK33 kinase inh
O=C(COC(=O)C1=COCCO1)NCc1ccc(Cl)cc1	2.2	-1.3
COc1ccc(NC(=O)COc2ccccc2C(=O)NCC(c2ccccc2)N(C)C)cc1Cl (stereo not drawn)	-0.03	0.6

Other compounds.
SMILES	Kir21 inh	STK33 kinase inh
Cc1cnc(C(=O)Nc2ccc(S(=O)(=O)NCC(C)C)cc2)cn1	-0.95	-0.6
CCOc1ccccc1N(CC(=O)N1CCCCCC1)S(=O)(=O)c1ccc(C)cc1	-3.9	0.7
O=C(NCCNC(=O)c1ccc(Br)o1)c1cccnc1	-0.1	-1.8
COc1ccccc1-c1c(C)oc2c(CN3CCOCC3)c(O)ccc2c1=O	-1.5	-1.4
CCOC(=O)C1=C(C)NC(C)=C(C(=O)OCC)C1C(=O)OCC(=O)N1CCc2ccccc21	-1.3	-4.1
COc1ccc(OC)c(/C(O)=C/C(=O)C(=O)Nc2cc(C)cc(C)c2)c1	1.1	-0.9
CCOC(=O)N1CCN(C(=O)c2ccc(OC(C)=O)cc2)CC1	-1.2	-0.2
COc1ccc(S(=O)(=O)NCCC(=O)Nc2ccc(C)cc2)cc1	-1.2	0.2
CCOc1ccccc1C(=O)Nc1c[nH]c(=O)[nH]c1=O	-1.2	1.5
COCCCNC(=O)c1cc2cc([N+](=O)[O-])cc(OC)c2oc1=O	0.86	-0.5
CCN1CCN(C(=O)CN(c2ccc(F)c(Cl)c2)S(C)(=O)=O)CC1	-0.79	-0.7
CCc1nc2ccc(C)cc2c(C(=O)NC2CCCCC2C)c1C (stereo not drawn)	-0.63	0.5
O=C(c1cccs1)N1CCC(Cc2ccccc2)CC1	-2	-0.2
CC(C)C[C@H](NC(=O)c1nc[nH]c1C(=O)N1CCN(C(=O)OC(C)(C)C)CC1)C(=O)OC(C)(C)C	-0.32	0.8
CCN1CCCC1Cn1cnc2c([nH]c3ccc(C)cc32)c1=O (stereo not drawn)	1.1	-0.7
Fc1ccc(NC(=S)Nc2ccccc2N2CCOCC2)cc1Cl	-7.4*	-1.4
O=C1CC(c2ccccc2F)c2cc3c(cc2N1)CCC3 (stereo not drawn)	2.2	-0.7
COc1ccc(N(CC(=O)Nc2cccc(C)c2C)S(=O)(=O)c2c(C)n[nH]c2C)cc1	-0.04	0.4
CCCCC(=O)Nc1ccc(C(=O)c2ccccc2)cc1	2.3	-0.2
O=C(O)Cn1nc(-c2ccc(F)cc2)oc1=O	2	-1.0
N#Cc1ccccc1/C=N/Nc1nc(-c2ccccc2)c2cc(Br)ccc2n1	-0.04	-0.8
COCCC(=O)N1CCC(Oc2ccc(C(=O)NCCn3cccn3)cc2)CC1	-0.36	-2.6
Cc1ccc(S(=O)(=O)NCc2nc3nc(C)cc(C)n3n2)c(C)c1	0	-0.9
CCOC(=O)CNC(=O)CN1CCCN(S(=O)(=O)c2ccc(Br)s2)CC1	.	-0.8
CSc1ccccc1C(=O)NC1CCCN(Cc2ccccc2F)C1 (stereo not drawn)	0.72	-0.1
SMILES	Kir21 inh	STK33 kinase inh
CCOC(=O)CN(c1ccccc1)S(=O)(=O)c1ccc(F)cc1	-3.3	-2.2
O=C(O)CSc1nc2sc3c(c2c(=O)n1-c1ccccc1)CCC3	-0.16	-0.3
CCOc1ccc(CNC(=O)c2ccc(Sc3ccc(Cl)cc3)c(NC(C)=O)c2)cc1	0.73	-0.6
N#Cc1c(-c2ccccc2)cc(-c2ccccc2)nc1SCC(=O)NCC(=O)O	1.8	0.1
CCCCOc1ccc(C(=O)N/C(=C\c2cccc([N+](=O)[O-])c2)C(=O)OCc2ccco2)cc1	-1.3	0.1
O=C(c1ccc(Cl)cc1)c1cnc(Nc2ccccc2Cl)s1	-0.46	-0.9
COc1ccc(N2CCN(C(=S)NC(C)c3ccccc3)CC2)cc1 (stereo not drawn)	1.7	-1.9
O=c1c2ccsc2ncn1Cc1ccc(Cl)cc1	2.3	-1.5
O=C(Nc1nc(-c2cccs2)cs1)c1ccc([N+](=O)[O-])o1	.	-0.3
O=C(COC(=O)CCS(=O)(=O)c1ccc(Cl)cc1)NCCc1ccccc1	1.2	-0.8
CN(c1ccccc1)S(=O)(=O)c1cccc(NC(=O)COc2cccc([N+](=O)[O-])c2)c1	.	-2.4
COC(=O)c1cccc2nc3c(C(C)O)cccc3nc12 (stereo not drawn)	-1.4	-1.1
CCCCSc1nc(C)nc2c1c(=O)n(C)c(=O)n2C	-0.18	-1.0
COCC1CCCN(C(=O)c2ccc3oc(Cc4ccc(Cl)cc4)nc3c2)C1 (stereo not drawn)	-0.41	0.5
Cc1ccc(CNc2oc(C)nc2C#N)cc1	0.67	1.2
Cc1c(C(=O)C(=O)NCCc2ccc(S(N)(=O)=O)cc2)c2ccccc2n1C	0.71	-1.6
Cc1ccc(NC(=O)c2nc[nH]c2C(=O)N2CCC(C)CC2)cc1	-0.24	-1.0
COc1ccc(CCN2CC(C(=O)OCC(=O)N(C)Cc3ccccc3)CC2=O)cc1OC (stereo not drawn)	.	-1.2
CN(C)S(=O)(=O)c1ccc(C(=O)Nc2ccccc2C(=O)NCCCN2CCOCC2)cc1	.	-0.3
CC(=O)c1cn(CC(=O)Nc2ccccc2F)c2ccccc12	-2.4	0.7
O=C(c1cc2ccccc2o1)c1nc2c(n1O)CCCCC2	-0.04	1.2
Nc1ncnc2c1nc(Br)n2[C@@H]1O[C@@H]2COP(=O)(O)O[C@H]2[C@H]1O	0.02	1.4
CCOc1cc(Cl)c(S(=O)(=O)NCCCN2CCOCC2)cc1Cl	-0.29	-0.4
O=C1Cc2cc(S(=O)(=O)N3CCN(c4cccc(Cl)c4)CC3)ccc2N1	2	-1.4
CCc1ccc(CN(C)C(=O)c2cc(COc3ccc(-n4cncn4)cc3)on2)cc1	-0.03	-0.4

Entries of single compounds as entered above. Order of screens: Kir21 inh | STK33 kinase inh
CN(C)S(=O)(=O)c1ccc(C(=O)Nc2ccccc2C(=O)NCCCN2CCOCC2)cc1 across the screens: . | -0.3
CCOc1cc(Cl)c(S(=O)(=O)NCCCN2CCOCC2)cc1Cl across the screens: -0.29 | -0.4

(listing goes on)
SMILES	Kir21 inh	STK33 kinase inh
COc1ccc(/C=C/C(=O)OCC(=O)c2ccc3c(c2)NC(=O)CO3)c(OC)c1	0.01	0.7
Cc1cc(C)c[n+](-c2nc3ccccc3nc2C(=C=[N-])C#N)c1	0.5&1.5	0.0&0.3
CC(C)N1CCN(Cc2ccc(OCc3ccccc3)cc2)CC1CCO (stereo not drawn)	0.15	-0.1
O=c1ccc(Oc2nc(N3CCOCC3)nc(N3CCOCC3)n2)n[nH]1	1.9	-0.3
CC(/C=N\NC(=O)CN1CCN(Cc2ccccc2)CC1)=C\c1ccco1	1.2	0.2
OC(c1cc(C(F)(F)F)nc2c(C(F)(F)F)cccc12)C1CCCCN1 (stereo not drawn)	.	-0.5
O=C(OCc1nnc(-c2ccccc2)o1)c1ccc2c(c1)C(=O)N(CCc1ccccc1)C2=O	-0.08	-2.9
O=C(Oc1ccc([N+](=O)[O-])cc1)c1cccnc1	-1.3	-1.7
Cc1cccc(NC(=S)N2N=CCC2c2ccccc2)c1 (stereo not drawn)	0.28	-0.1
O=C(NCc1cccnc1)c1ccc(=O)oc1	1.4	0.1
COc1ccccc1/C=C/C=N/NC(=O)CN1CCN(S(=O)(=O)c2ccc(C)cc2)CC1	-0.44	-1.8
Cc1cc(N2CCN(C(c3ccccc3)c3ccc(Cl)cc3)CC2)n2ncnc2n1 (stereo not drawn)	0.27	-2.2
CCc1nnc(NC(=O)c2cc(-c3ccc(C)o3)nc3ccccc23)s1	.	-0.3
CC(C)CC(=O)Nc1ccccc1-c1nnn(CC(=O)N2CCc3ccccc3C2)n1	-3.5	-0.4
COc1ccc2c(c1)c(CC(=O)OCC(N)=O)c(C)n2C(=O)c1ccc(Cl)cc1	0.2	1.5
CN(C)CCNc1oc(COc2ccc(Cl)cc2)nc1C#N	1.1	-3.2
Cc1csc(NC(=O)c2ccco2)c1C(=O)c1ccccc1	0.82	-1.0

Source: PubChem (several laboratories)
